T_cruzi_intra – blocks T. cruzi growth inside host cells; intracellular Trypanosoma cruzi in host cells, plate reader; activity score (inhibition), % at 5.01 µM; actives 4.9% (n = 22,000); AID 651903; in the data active = activity score above about 55%; inconclusive = no clear call, values can overlap the other calls;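 also: parasites and compound incubated about four days before reading; 0% = median of neutral control wells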
INS-1E_rescue – rescue of cytokine-induced death in INS-1E beta cells. AID 488910. actives 0.1% (n = 20,000). protection from cytokine-induced ATP loss, % at 10 µM. INS-1E cytokine-induced death, ATP luminescence, 48 h; normalised: neutral wells 0, positive control 100;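 active = mean replicate protection from cytokine-induced ATP loss at least 50% and at least 75% of replicates each reaching 50%; inconclusive = meets only one of the two criteria, mean or replicate share; inactive = fails both the mean and replicate share criteria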
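Assay system: INS-1E rat insulinoma cells. Amount: 8000 cells per well. Medium: phenol-red-free RPMI with 5% fetal bovine serum. Reagent: IL-1β, TNF-α and IFN-γ cytokine mix. Doses: one compound concentration, pin transfer. Schedule: 48 h co-treatment, 10 min post-lysis read. Detection: CellTiter-Glo luminescence measuring cellular ATP.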
Numbers without * were called inactive; ? = inconclusive; · = no result given. This is a random part of the collection. Share with any hit: about 5.3%.

The opening nine compounds, to show the layout:
SMILES T_cruzi_intra INS-1E_rescue
COc1ccc(-c2cnc3c(c2)C(=O)N([C@H](C)CO)C[C@H](C)[C@H](CN(C)C)O3)cc1 46 ·
C[C@H]1CN([C@@H](C)CO)C(=O)c2cc(NC(=O)CCCN(C)C)ccc2O[C@@H]1CN(C)Cc1ccc(Oc2ccccc2)cc1 -22 -16
C[C@@H]1CN([C@H](C)CO)C(=O)c2cccc(NC(=O)C3CCCCC3)c2O[C@@H]1CN(C)C(=O)Nc1ccc(F)cc1 -6 6
C[C@@H]1CN([C@H](C)CO)C(=O)Cc2cc(NS(=O)(=O)c3ccccc3)ccc2O[C@@H]1CN(C)CC1CCCCC1 17 -13
C[C@H](CO)N1C[C@H](C)[C@H](CN(C)S(C)(=O)=O)Oc2ccc(NC(=O)CCC(F)(F)F)cc2CC1=O -14 10
C[C@@H]1CN([C@@H](C)CO)C(=O)CCCn2nncc2CO[C@@H]1CN(C)Cc1cccc(O)c1 -11 ·
C[C@@H]1CN([C@H](C)CO)C(=O)Cc2cc(NC(=O)CCN3CCOCC3)ccc2O[C@H]1CN(C)Cc1ccc(Oc2ccccc2)cc1 0 2
Cc1ccc(S(=O)(=O)Nc2ccc3c(c2)C(=O)N([C@@H](C)CO)C[C@H](C)[C@H](CN(C)C(=O)Nc2ccc4c(c2)OCO4)O3)cc1 1 ·
C[C@H](CO)N1C[C@H](C)[C@H](CN(C)S(=O)(=O)c2cccs2)Oc2ncc(C#Cc3cccc(F)c3)cc2C1=O 71* ·

This part in full (from the top)
SMILES T_cruzi_intra INS-1E_rescue
COc1ccc(-c2cnc3c(c2)C(=O)N([C@H](C)CO)C[C@H](C)[C@H](CN(C)C)O3)cc1 46 ·
C[C@H]1CN([C@@H](C)CO)C(=O)c2cc(NC(=O)CCCN(C)C)ccc2O[C@@H]1CN(C)Cc1ccc(Oc2ccccc2)cc1 -22 -16
C[C@@H]1CN([C@H](C)CO)C(=O)c2cccc(NC(=O)C3CCCCC3)c2O[C@@H]1CN(C)C(=O)Nc1ccc(F)cc1 -6 6
C[C@@H]1CN([C@H](C)CO)C(=O)Cc2cc(NS(=O)(=O)c3ccccc3)ccc2O[C@@H]1CN(C)CC1CCCCC1 17 -13
C[C@H](CO)N1C[C@H](C)[C@H](CN(C)S(C)(=O)=O)Oc2ccc(NC(=O)CCC(F)(F)F)cc2CC1=O -14 10
C[C@@H]1CN([C@@H](C)CO)C(=O)CCCn2nncc2CO[C@@H]1CN(C)Cc1cccc(O)c1 -11 ·
C[C@@H]1CN([C@H](C)CO)C(=O)Cc2cc(NC(=O)CCN3CCOCC3)ccc2O[C@H]1CN(C)Cc1ccc(Oc2ccccc2)cc1 0 2
Cc1ccc(S(=O)(=O)Nc2ccc3c(c2)C(=O)N([C@@H](C)CO)C[C@H](C)[C@H](CN(C)C(=O)Nc2ccc4c(c2)OCO4)O3)cc1 1 ·
C[C@H](CO)N1C[C@H](C)[C@H](CN(C)S(=O)(=O)c2cccs2)Oc2ncc(C#Cc3cccc(F)c3)cc2C1=O 71* ·
C[C@H]1CN([C@@H](C)CO)C(=O)Cc2cc(NS(=O)(=O)c3cn(C)cn3)ccc2O[C@@H]1CN(C)C(=O)Nc1ccc(F)cc1 · -9
C[C@H]1CN([C@@H](C)CO)C(=O)c2cc(NC(=O)Nc3cccc4ccccc34)ccc2O[C@@H]1CN(C)C(=O)Nc1ccc(F)cc1 6 -2
COc1ccc(S(=O)(=O)Nc2cccc3c2O[C@@H](CN(C)CC2CC2)[C@@H](C)CN([C@@H](C)CO)C3=O)cc1 -14 3
C[C@@H]1CN([C@H](C)CO)C(=O)c2cc(NC(=O)CCC(F)(F)F)ccc2O[C@H]1CN(C)Cc1ccncc1 -19 ·
Cc1noc(C)c1S(=O)(=O)Nc1ccc2c(c1)C(=O)N([C@@H](C)CO)C[C@H](C)[C@@H](CN(C)Cc1ccncc1)O2 -19 -1
C[C@H](CO)N1C[C@H](C)[C@@H](CN(C)Cc2ccc(C(=O)Nc3ccccc3N)cc2)Oc2c(NC(=O)C3CC3)cccc2C1=O 52 -7
CC(C)NC(=O)Nc1ccc2c(c1)C(=O)N([C@@H](C)CO)C[C@@H](C)[C@H](CN(C)Cc1ccc3c(c1)OCO3)O2 0 ·
C[C@H]1CN([C@@H](C)CO)C(=O)Cc2cc(NS(C)(=O)=O)ccc2O[C@H]1CN(C)Cc1ccc(Cl)c(Cl)c1 4 4
C[C@@H]1CN([C@@H](C)CO)C(=O)c2cccc(NS(=O)(=O)c3ccc(F)cc3)c2O[C@@H]1CN(C)Cc1ccc(Cl)c(Cl)c1 28 -23
C[C@H]1CN([C@@H](C)CO)C(=O)Cc2cc(NC(=O)Cc3ccccc3)ccc2O[C@H]1CN(C)Cc1ccc(C(=O)O)cc1 3 1
CC(C)NC(=O)N(C)C[C@@H]1Oc2ccc(NC(=O)c3ccncc3)cc2CC(=O)N([C@H](C)CO)C[C@H]1C -9 2
C[C@H]1CN([C@@H](C)CO)C(=O)Cc2cc(NS(=O)(=O)c3cccs3)ccc2O[C@H]1CN(C)Cc1ccc(Oc2ccccc2)cc1 23 -42
COc1ccc(S(=O)(=O)Nc2ccc3c(c2)CC(=O)N([C@H](C)CO)C[C@@H](C)[C@H](CN(C)S(=O)(=O)c2ccc(C)cc2)O3)cc1 -19 9
C[C@@H]1CN([C@H](C)CO)C(=O)CCCn2nncc2CO[C@@H]1CN(C)Cc1ccc2cccnc2c1 12 ·
C[C@@H]1CN([C@H](C)CO)C(=O)Cc2cc(NC(=O)CCCCCC(=O)Nc3ccccc3N)ccc2O[C@H]1CN(C)S(=O)(=O)c1ccc(F)cc1 -23 9
C[C@H]1CN([C@@H](C)CO)C(=O)Cc2cc(NC(=O)CCN3CCOCC3)ccc2O[C@@H]1CN(C)Cc1ccc2c(c1)OCO2 -5 3
SMILES T_cruzi_intra INS-1E_rescue
Cc1cc(C(=O)Nc2cccc3c2O[C@H](CN(C)C(=O)Nc2cccc4ccccc24)[C@H](C)CN([C@H](C)CO)C3=O)n(C)n1 -20 19
C[C@@H]1CN([C@@H](C)CO)C(=O)CCCn2nncc2CO[C@@H]1CN(C)C(=O)Nc1ccc(-c2cccs2)cc1 -51 ·
Cc1noc(C)c1NC(=O)N(C)C[C@@H]1Oc2c(NC(=O)Nc3cccc4ccccc34)cccc2C(=O)N([C@@H](C)CO)C[C@@H]1C -37 5
C[C@H]1CN([C@@H](C)CO)C(=O)Cc2cc(NC(=O)CCC(F)(F)F)ccc2O[C@H]1CN(C)S(C)(=O)=O -1 -9
C[C@@H]1CN([C@@H](C)CO)C(=O)c2cccc(NC(=O)c3ccc(-c4nccs4)cc3)c2O[C@@H]1CN(C)C(=O)Nc1ccc(C(F)(F)F)cc1 66* -87
C[C@H](CO)N1C[C@H](C)[C@H](CN(C)Cc2ccc(C(=O)Nc3ccccc3N)cc2)Oc2ccc(NC(=O)NC3CCCCC3)cc2C1=O 44 -1
C[C@@H]1CN([C@H](C)CO)C(=O)c2cc(NC(=O)CCN3CCOCC3)ccc2O[C@H]1CN(C)C(=O)Nc1cccc2ccccc12 -10 ·
Cc1noc(C)c1NC(=O)N(C)C[C@@H]1Oc2ccc(NC(=O)Nc3ccc4c(c3)OCO4)cc2CC(=O)N([C@@H](C)CO)C[C@@H]1C -27 -2
C[C@H]1CN([C@@H](C)CO)C(=O)Cc2cc(NS(=O)(=O)c3ccc(Cl)cc3)ccc2O[C@@H]1CN(C)Cc1ccc(C(=O)O)cc1 -36 15
Cc1noc(C)c1S(=O)(=O)Nc1ccc2c(c1)CC(=O)N([C@H](C)CO)C[C@@H](C)[C@@H](CN(C)Cc1ccc3c(c1)OCO3)O2 14 -4
COc1ccc(CN(C)C[C@@H]2Oc3ccc(NC(=O)CCC(F)(F)F)cc3C(=O)N([C@H](C)CO)C[C@H]2C)cc1 -7 -1
COc1ccc(NC(=O)N(C)C[C@H]2Oc3ccc(NC(=O)CCCN(C)C)cc3C(=O)N([C@@H](C)CO)C[C@@H]2C)cc1 -5 -1
C[C@@H]1CN([C@@H](C)CO)C(=O)c2cc(NC(=O)Cc3ccccc3)ccc2O[C@H]1CN(C)Cc1ccc(Oc2ccccc2)cc1 -12 -35
C[C@@H]1CN([C@@H](C)CO)C(=O)c2cccc(NC(=O)C3CC3)c2O[C@@H]1CN(C)Cc1ccc(Oc2ccccc2)cc1 -39 -22
Cc1noc(C)c1NC(=O)N(C)C[C@H]1Oc2c(NC(=O)c3ccc(-c4nccs4)cc3)cccc2C(=O)N([C@@H](C)CO)C[C@@H]1C -21 9
CC(C)NC(=O)N(C)C[C@@H]1Oc2ccc(NS(=O)(=O)c3ccc(F)cc3)cc2CC(=O)N([C@@H](C)CO)C[C@@H]1C -3 0
C[C@H](CO)N1C[C@H](C)[C@H](CN(C)Cc2ccc(C(F)(F)F)cc2)Oc2c(NC(=O)Nc3ccc(C(F)(F)F)cc3)cccc2C1=O ? -76
COc1ccc(S(=O)(=O)N(C)C[C@H]2Oc3ccc(NS(=O)(=O)c4cn(C)cn4)cc3CC(=O)N([C@@H](C)CO)C[C@H]2C)cc1 -22 4
Cc1noc(C)c1S(=O)(=O)Nc1ccc2c(c1)C(=O)N([C@H](C)CO)C[C@H](C)[C@H](CN(C)Cc1ccc(C(=O)Nc3ccccc3N)cc1)O2 79* 13
C[C@H]1CN([C@@H](C)CO)C(=O)Cc2cc(NC(=O)Cn3cnnn3)ccc2O[C@H]1CN(C)C(=O)Nc1ccc2c(c1)OCO2 -18 2
C[C@@H]1CN([C@H](C)CO)C(=O)Cc2cc(NC(=O)NC3CCCCC3)ccc2O[C@H]1CN(C)Cc1ccc(Cl)c(Cl)c1 7 0
Cc1noc(C)c1S(=O)(=O)N(C)C[C@@H]1OCc2cn(nn2)CCCC(=O)N([C@@H](C)CO)C[C@H]1C -32 ·
COc1ccc(S(=O)(=O)N(C)C[C@@H]2Oc3ccc(NC(=O)Nc4ccc(F)cc4)cc3C(=O)N([C@@H](C)CO)C[C@H]2C)cc1 40 -14
Cc1noc(C)c1S(=O)(=O)Nc1ccc2c(c1)CC(=O)N([C@H](C)CO)C[C@@H](C)[C@H](CN(C)S(=O)(=O)c1ccc(Cl)cc1)O2 -32 5
CC(C)OC(=O)N(C)C[C@@H]1OCc2cn(nn2)CCCC(=O)N([C@@H](C)CO)C[C@@H]1C -18 ·
SMILES T_cruzi_intra INS-1E_rescue
COc1ccc(S(=O)(=O)N(C)C[C@H]2Oc3ccc(NC(=O)NC4CCCCC4)cc3C(=O)N([C@H](C)CO)C[C@H]2C)cc1 8 6
CC(C)NC(=O)N(C)C[C@H]1Oc2ccc(NC(=O)CCN3CCOCC3)cc2C(=O)N([C@@H](C)CO)C[C@@H]1C -3 5
C[C@H](CO)N1C[C@H](C)[C@H](CN(C)C(=O)Nc2ccccc2)Oc2ccc(N(C)C)cc2CC1=O 1 8
C[C@H]1CN([C@@H](C)CO)C(=O)c2cc(NC(=O)Nc3ccc(F)cc3)ccc2O[C@@H]1CN(C)CC1CC1 6 3
C[C@@H]1CN([C@H](C)CO)C(=O)Cc2cc(NC(=O)c3ccncc3)ccc2O[C@@H]1CN(C)Cc1ccc(C(F)(F)F)cc1 -6 1
CNC[C@H]1Oc2c(N)cccc2C(=O)N([C@H](C)CO)C[C@H]1C -6 6
C[C@@H]1CN([C@@H](C)CO)C(=O)c2cc(NS(C)(=O)=O)ccc2O[C@H]1CN(C)CC1CCCCC1 -1 -1
C[C@@H]1CN([C@H](C)CO)C(=O)c2cccc(NS(=O)(=O)c3cccs3)c2O[C@@H]1CN(C)C(=O)Nc1ccc(C(F)(F)F)cc1 71* -35
Cc1cc(C(=O)Nc2cccc3c2O[C@@H](CN(C)C(=O)Nc2ccc(F)cc2)[C@H](C)CN([C@@H](C)CO)C3=O)n(C)n1 -21 13
C[C@H]1CN([C@@H](C)CO)C(=O)c2cccc(NC(=O)c3nc4ccccc4s3)c2O[C@H]1CN(C)Cc1ccc(C(=O)Nc2ccccc2N)cc1 79* -10
C[C@H](CO)N1C[C@H](C)[C@H](CN(C)Cc2ccncc2)Oc2ccc(NC(=O)CCN3CCOCC3)cc2C1=O -4 ·
C[C@@H]1CCCCO[C@H](CN(C)Cc2ccc3c(c2)OCO3)[C@@H](C)CN([C@H](C)CO)C(=O)c2cc(NS(=O)(=O)c3ccccc3)ccc2O1 38 -11
C[C@@H]1CN([C@@H](C)CO)C(=O)c2cc(NC(=O)Nc3ccc(F)cc3)ccc2O[C@@H]1CN(C)Cc1ccc2c(c1)OCO2 -3 -7
C[C@H]1CN([C@@H](C)CO)C(=O)c2cc(NS(=O)(=O)c3ccccc3)ccc2O[C@H]1CN(C)C(=O)Nc1ccc(C(F)(F)F)cc1 5 ·
COc1ccccc1NC(=O)N(C)C[C@H]1OCc2cn(nn2)CCCC(=O)N([C@@H](C)CO)C[C@H]1C -3 ·
C[C@H](CO)N1C[C@H](C)[C@H](CN(C)Cc2ccc(C(=O)O)cc2)Oc2ccc(NC(=O)NC3CCCCC3)cc2C1=O 3 4
C[C@@H]1CN([C@H](C)CO)C(=O)c2cc(NS(=O)(=O)c3cccs3)ccc2O[C@@H]1CN(C)C(=O)Nc1ccc(C(F)(F)F)cc1 2 -8
C[C@H]1CN([C@@H](C)CO)C(=O)c2cc(NC(=O)NC3CCCCC3)ccc2O[C@@H]1CN(C)Cc1ccc(-c2ccccc2)cc1 11 ·
C[C@@H]1CN([C@H](C)CO)C(=O)Cc2cc(NC(=O)C3CCCCC3)ccc2O[C@H]1CN(C)S(C)(=O)=O -7 -2
C[C@@H]1CN([C@H](C)CO)C(=O)c2cc(NC(=O)Nc3cccc4ccccc34)ccc2O[C@H]1CN(C)Cc1ccc(-c2ccccc2)cc1 86* -12
